MEKK2mut PB1 HTS – MEK5 binding signal on mutant MEKK2 PB1, primary screen, biochemical, multiplex bead flow cytometry, Alexa488-MEK5 | Alexa488-MEK5 binding to MEKK2 mutant | 290,000 tested, 0.35% active | percent response, % at 10 µM | AID 1530, 2009; in the data active means percent response above about 24%, passing the limit was not always enough; further: inactives centre near 1; some results filed as inactive read as strong as hits
MEKK3 PB1 HTS – modulators of MEKK3-MEK5 PB1 binding, primary screen, biochemical, wildtype MEKK3, multiplex bead flow cytometry, Alexa488-MEK5; Mitogen-activated protein kinase kinase kinase 3 (Homo sapiens), Q99759; bead-based flow cytometry, Alexa488-MEK5 binding to MEKK3; actives lie on both sides; 0 = blocked by unlabeled MEK5, 100 = vehicle; binding response (% of control), % at 10 µM; 290,000 tested, 1.4% active;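 active means binding response more than 3 SD above or below the average of its plate-row segment, actives on both sides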;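 further: Alexa488 bead fluorescence after subtracting the streptavidin-only scavenger bead signal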
Target sequence (Q99759 whole entry, looked up): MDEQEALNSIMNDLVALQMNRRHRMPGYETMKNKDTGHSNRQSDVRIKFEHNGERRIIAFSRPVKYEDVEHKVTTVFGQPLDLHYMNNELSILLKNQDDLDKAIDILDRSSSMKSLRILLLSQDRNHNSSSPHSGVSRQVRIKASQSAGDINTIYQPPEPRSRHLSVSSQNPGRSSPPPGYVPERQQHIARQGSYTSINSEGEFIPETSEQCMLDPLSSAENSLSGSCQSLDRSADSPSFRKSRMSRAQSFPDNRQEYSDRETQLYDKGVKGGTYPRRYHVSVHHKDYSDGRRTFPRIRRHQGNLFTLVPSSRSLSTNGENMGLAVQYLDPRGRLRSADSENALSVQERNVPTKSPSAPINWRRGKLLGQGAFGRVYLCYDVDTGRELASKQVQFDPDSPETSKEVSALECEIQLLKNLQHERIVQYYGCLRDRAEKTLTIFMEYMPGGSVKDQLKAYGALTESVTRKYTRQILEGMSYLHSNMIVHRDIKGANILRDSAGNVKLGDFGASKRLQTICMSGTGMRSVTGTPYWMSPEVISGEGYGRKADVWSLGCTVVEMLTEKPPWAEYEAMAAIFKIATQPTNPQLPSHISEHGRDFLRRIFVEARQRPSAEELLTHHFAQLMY
CRFBP-R2 agonist – agonists of CRF-BP/CRF-R2 complex, primary screen, cell-based, HEK293, calcium dye fluorescence, uHTS | 350,000 tested, 0.46% active | CRF-binding protein / CRF receptor 2 complex (human) | activation, % at 13.2 µM | calcium dye fluorescence (FLIPR); percent of saturating CRF peptide response;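 active means activation of at least 50%, plus an integration ratio under a set limit after plate pattern correction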;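 further: plate controls were neutral control wells without compound for no effect and CRF at EC100 for full effect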
HCV NS3 hel inh – inhibitors of HCV NS3 helicase, primary screen, biochemical, Cy5 molecular beacon fluorescence; 290,000 tested, 0.56% active; Hepatitis C virus NS3 helicase; NS3 helicase DNA unwinding; inhibition, % at 10.9 µM;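 active means inhibition above the mean of all tested compounds plus 3 SD, set per campaign, cut at about 35% in these data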;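 further: 0% = DMSO wells and 100% = thioflavine S control wells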
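Compound dosing – single dose, 10.9 µM nominal final, DMSO 0.8% final · System – NS3 helicase fragment of HCV · Buffer or medium – MOPS pH 6.5, MgCl2, DTT, Tween20, BSA · Signal – Cy5 beacon fluorescence read at start and 1 h · Also added – annealed dual-labelled DNA beacon duplex, ATP-started · Schedule – 1 h at 25 °C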
UBC9 SUMO inh – inhibitors of in vitro SUMOylation cascade, primary screen, biochemical, HTRF, uHTS. HTRF SUMOylation assay, SAE1/SAE2 + UBC9. inhibition, % at 35 µM. 290,000 tested, 0.36% active; in the data active means inhibition above about 50%, passing the limit was not always enough; further: strong numbers were not always called active
Target sequence (P63279 whole entry, looked up): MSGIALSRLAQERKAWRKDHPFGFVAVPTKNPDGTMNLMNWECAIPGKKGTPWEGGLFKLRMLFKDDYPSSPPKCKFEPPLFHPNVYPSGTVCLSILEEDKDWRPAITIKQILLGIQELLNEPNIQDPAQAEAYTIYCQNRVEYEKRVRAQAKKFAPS
FID counter – compounds displacing fluorescent DNA intercalator, primary screen, artefact control for HCV NS3 helicase inhibitor project, biochemical, FID fluorescence. inhibition, % at 7.9 µM. DNA fluorescent intercalator displacement. AID 1845, 2009. 290,000 tested, 0.17% active; in the data active means inhibition above about 37%;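 further: 0% = vehicle and 100% = reference compound; higher means more ethidium bromide displaced from hairpin DNA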
GalR3 antag – GalR3 antagonists in HEK293 cells, primary screen, cell-based, fluorescence readout; inhibition, % at 3 µM; 360,000 tested, 0.44% active; HEK293 GalR3-CNG cAMP membrane potential fluorescence; galR3 body fused to GalR1 C-terminus; Galanin receptor type 3 (Homo sapiens), O60755;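 active means inhibition above the screen-wide average plus 3 SD, cut at about 13% in these data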;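 further: forskolin and galanin both at EC90 stimulate the cells; cAMP rise reported by CNG channel membrane potential dye signal; 0% = forskolin plus galanin with DMSO and 100% = forskolin alone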
Target sequence (O60755 1-299 limits assumed): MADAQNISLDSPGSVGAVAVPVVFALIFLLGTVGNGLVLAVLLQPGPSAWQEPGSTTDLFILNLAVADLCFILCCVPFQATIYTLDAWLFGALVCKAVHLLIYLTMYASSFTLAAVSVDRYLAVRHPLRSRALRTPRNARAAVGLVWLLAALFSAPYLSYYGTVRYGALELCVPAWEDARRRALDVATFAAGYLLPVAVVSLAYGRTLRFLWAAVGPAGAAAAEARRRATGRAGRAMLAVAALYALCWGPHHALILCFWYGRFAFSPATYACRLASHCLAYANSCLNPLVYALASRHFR
MEKK2wt PB1 HTS – modulators of MEK5 binding to wildtype MEKK2, primary screen, biochemical, multiplex bead flow cytometry, Alexa488-MEK5 | Mitogen-activated protein kinase kinase kinase 2 (Homo sapiens), Q9Y2U5 | Alexa488-MEK5 binding to MEKK2 WT; actives lie on both sides | binding response (% of control), % at 10 µM | 290,000 tested, 1.1% active | AID 1531, 2009; in the data active means binding response below about 67% or above about 130%
CRFBP-R2 block – antagonists of CRF-BP/CRF-R2 complex, primary screen, cell-based, HEK293, calcium dye fluorescence, uHTS | CRF-induced calcium fluorescence | inhibition, % at 11.8 µM | 350,000 tested, 0.59% active | AID 588475, 2011;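 active means inhibition of the ligand-induced calcium signal above about 50% at the single tested concentration, limit read from the data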
* hit, by the source's call; · = not tested or not shown. Some of the compounds tested (hit frequency here may not be typical).

The line under a structure holds: MEKK2mut PB1 HTS | MEKK3 PB1 HTS | CRFBP-R2 agonist | HCV NS3 hel inh | UBC9 SUMO inh | FID counter | GalR3 antag | MEKK2wt PB1 HTS | CRFBP-R2 block
> Cc1ccc(-c2c(NC(=O)c3ccco3)oc3ccccc3c2=O)cc1
    -13 | 91 | -4.4 | 7 | 3 | -21 | 8 | 91 | -2
> O=[N+]([O-])/C(C=Nc1ccccc1O)=C\Nc1ccccc1O
    6 | 100 | -0.4 | 38* | 35 | 1 | -5 | 101 | 16
> Cc1ccccc1C1CC(c2cccs2)Nc2nnnn21 (centres undefined)
    1 | 104 | 0.3 | 6 | -5 | -10 | -2 | 104 | -22
> CCc1cccc(CC)c1N(COC)C(=O)Cn1ccccc1=N
    2 | 99 | 0.6 | -6 | 14 | 2 | 2 | 101 | -5
> Cc1occc1C(=O)NCc1nc(-c2ccccc2)no1
    6 | 105 | -0.8 | 9 | 19 | -5 | -8 | 104 | 0
> COc1ccc(C2CC(Cn3cc(C#N)c(=O)n(C)c3=O)ON2C)cc1 (centres undefined)
    -5 | 101 | -2.1 | 1 | -2 | -8 | 0 | 94 | -7
> COc1ccc(CN2CCC(N3CC(C)OC(C)C3)CC2)c(OC)c1OC (centres undefined)
    1 | 102 | 0.7 | 8 | 2 | 8 | -9 | 101 | 6
> COc1ccc(CN(Cc2cc3cc(OC)c(OC)cc3[nH]c2=O)C(=O)NC2CCCCC2)cc1
    5 | 102 | -0.5 | -1 | -2 | -5 | -3 | 101 | 14
> NC(=O)C1(N2CCCCC2)CCN(Cc2nc(-c3cccs3)no2)CC1
    -1 | 102 | -1.3 | -15 | 24 | -2 | -3 | 99 | -2
> O=C(NCc1cccs1)C1CCCN1C(=O)NC1CCCCC1 (centres undefined)
    3 | 97 | -0.9 | -6 | -4 | 6 | -5 | 96 | -14
> Cc1ccc(Oc2cc(C)nc(-c3ccccc3O)n2)cc1
    2 | 100 | 3.9 | 2 | 6 | -4 | 1 | 98 | -5
> CC(C)OC(=O)C1=C2SCC(=O)N2C(N)=C(C#N)C1
    6 | 110 | 2.3 | 3 | 12 | -1 | -3 | 110 | -18
> COc1ccc(NC(=O)CSCc2ccc(C)cc2)cc1
    2 | 106 | -2.0 | 7 | -14 | -7 | -2 | 107 | -2
> C=CCOc1ccc(C2NC(=O)NC(C)=C2C(=O)OC)cc1 (centres undefined)
    -3 | 99 | 0.2 | 1 | 20 | -6 | -1 | 94 | 6
> Cc1ccc2nc(CSc3nnc(-c4ccncc4)n3C)cc(=O)n2c1
    -3 | 97 | 1.1 | 1 | 8 | -14 | -3 | 95 | -1
> NC(=O)COc1ccc2oc(=O)cc(-c3cc4ccccc4o3)c2c1
    -3 | 99 | -1.2 | 0 | · | -12 | -7 | 101 | -14
> O=C(CN(Cc1ccccc1Cl)C(=O)c1csnn1)NCc1ccc2c(c1)OCO2
    6 | 99 | -2.1 | 13 | 7 | -26 | -7 | 104 | 14
> CC(C)(O)C#Cc1ccc(C(=O)N2CCCC(CCC(=O)NCc3ccccc3F)C2)cc1 (centres undefined)
    -1 | 96 | 0.1 | -5 | · | -57 | 3 | 94 | -3
> O=C(N/N=C1/CC2C=CCC12)c1ccc(Br)o1 (centres undefined)
    -3 | 99 | -1.2 | 0 | 19 | -5 | -3 | 98 | 22
> COCCCn1c(=O)/c(=C\c2ccccc2OC(F)F)s/c1=C(/C#N)C(=O)N1CCOCC1
    0 | 100 | 2.9 | -2 | 5 | -12 | -4 | 105 | 17
> CC(C)CCOc1cccc(OCC(=O)NC2CCS(=O)(=O)C2)c1 (centres undefined)
    6 | 98 | -0.2 | 2 | 12 | -23 | -7 | 97 | 7
> c1ccc(C2[C@H]3CN(Cc4cccnc4)[C@H](c4ccccc4)C34CC2(c2cccnc2)C4)cc1 (some centres undefined)
    2 | 98 | 5.6 | · | -11 | · | -7 | 97 | -25
> O=C(CCCNS(=O)(=O)c1cccc2nsnc12)NC1CCCCC1
    6 | 98 | 9.0 | -4 | -16 | -6 | -2 | 101 | -4
> COc1ccc(OC(=O)Cc2cccc3ccccc23)cc1
    3 | 102 | 1.0 | -12 | -9 | -19 | -7 | 101 | 13
> Cc1ccc2c(c1)c1c3n2CCN(C(=O)CN2CCN(C)CC2)C3CCC1 (centres undefined)
    16 | 105 | 1.4 | -6 | 26 | 11 | -8 | 126 | 17
> Cc1ccc(/C=C/C(=O)Nn2cnnc2)cc1
    -9 | 94 | -1.4 | 0 | 10 | -3 | 0 | 96 | 12
> COc1ccc(S(=O)(=O)N2CCC(C)CC2)cc1N(C)S(=O)(=O)c1ccccc1
    1 | 99 | 9.2 | -6 | 3 | -31 | -3 | 98 | -2
> COC(=O)CSc1nnc(COc2ccc3ccccc3c2)o1
    0 | 103 | -0.1 | 0 | -2 | -22 | -11 | 103 | -12
> O=C(COC(=O)CCc1c[nH]c(=O)[nH]1)Nc1cccc(Cl)c1
    3 | 100 | 0.5 | 6 | 9 | -3 | -5 | 97 | 2
> CC1CCCCN1S(=O)(=O)c1ccc(C(=O)Nc2ccccc2-c2nc3ccccc3[nH]2)cc1 (centres undefined)
    0 | 101 | -0.2 | -4 | 18 | -1 | -1 | 98 | -7
> O=C(Cn1cc2c(n1)CCCC2)NCc1cccs1
    0 | 98 | -0.1 | 4 | 1 | -3 | 0 | 94 | 13
> CC(C)c1c(C(=O)N/N=C/c2c[nH]c3ccccc23)nnn1-c1nonc1N
    -2 | 99 | -1.7 | -16 | -3 | 9 | -2 | 100 | -9
> Cc1cc(C)c2c(-n3cccc3)c(C(=O)NNS(=O)(=O)c3ccc(Br)cc3)sc2n1
    3 | 100 | -0.5 | 20 | 9 | -40 | -5 | 101 | 6
> CCOC(=O)N1CCC(NCCNC(=O)c2ccco2)CC1
    -3 | 104 | -0.8 | 1 | 10 | 1 | -8 | 96 | 17
> Cc1ccc(OCCC(=O)O)cc1
    -5 | 96 | -0.8 | 2 | 11 | -9 | -8 | 92 | 85*
> O=C(CN1CCc2ccccc2C1)Nc1ccccc1N1CCCCCC1
    -1 | 99 | -1.1 | -12 | -10 | -3 | · | 104 | 17
> O=C(CNS(=O)(=O)c1ccc(Br)s1)NCC1COc2ccccc2O1 (centres undefined)
    8 | 108 | -0.7 | 3 | 8 | -14 | -7 | 104 | 8
> O=C(OCc1nnc(-c2ccccc2)o1)c1ccc(CO)cc1
    -8 | 91 | 2.5 | -5 | 2 | -5 | -3 | 88 | -8
> O=C(N/N=C/c1c[nH]c2ccccc12)c1ccc(Cl)cc1
    2 | 100 | -0.6 | 9 | 12 | -1 | -9 | 99 | 10
> CC1(C)Cc2c(sc(NC(=O)c3ccc(C(=O)c4ccccc4)cc3)c2C(N)=O)C(C)(C)N1
    22 | 106 | 2.9 | -82 | 21 | 37* | -3 | 150* | -15
> COc1ccc2[nH]c3c(c2c1)CCN1C(=O)N([C@@H](C)C(=O)NCc2ccc(F)cc2)C(=O)[C@]31C
    6 | 107 | -1.2 | -14 | -1 | -34 | -5 | 107 | 5
> O=C(CCc1ccccc1)Nc1nncs1
    5 | 110 | -1.4 | 0 | -6 | -5 | -1 | 104 | 3
> O=C(COC(=O)Cc1ccccc1F)Nc1ccc(F)cc1F
    2 | 102 | -3.4 | 2 | 6 | -4 | -7 | 102 | 28
> CCCn1c(SCC(=O)NCCc2ccccc2)nnc1-c1ccco1
    8 | 114 | -0.2 | -3 | -21 | -21 | 4 | 98 | 14
> O=C1N/C(=C/c2ccc(N3CCOCC3)o2)C(=O)N1c1ccccc1
    -1 | 86 | -0.4 | -9 | 10 | -13 | 0 | 95 | 56*
> CCN(CCO)C(=O)c1ccc2nc(Cc3ccc(OC)cc3)oc2c1
    6 | 106 | -0.6 | 1 | · | -18 | -10 | 113 | -24
> Cn1c(=O)n(C)c2cc(N3CCCC3)c(NC(=O)c3cccc(F)c3)cc21
    10 | 106 | 0.3 | 2 | 12 | -4 | -1 | 109 | -6
> Cc1ccc(OCC(=O)NC2CC(C)(C)NC(C)(C)C2)cc1C
    -1 | 99 | 0.6 | -1 | 20 | 2 | -1 | 94 | -29
> CC(CCc1ccccc1)NS(=O)(=O)c1ccccc1F (centres undefined)
    -2 | 100 | -1.0 | -2 | -9 | -18 | -7 | 100 | -2
> COC(=O)N/N=C(C)/C=C/c1ccccc1
    0 | 103 | -4.7 | -7 | · | -1 | 7 | 105 | 7

More records.
The line under a structure holds: MEKK2mut PB1 HTS | MEKK3 PB1 HTS | CRFBP-R2 agonist | HCV NS3 hel inh | UBC9 SUMO inh | FID counter | GalR3 antag | MEKK2wt PB1 HTS | CRFBP-R2 block
> O=c1c2cn(Cc3ccc(F)cc3)c3ccc(F)cc3c-2nn1Cc1ccc(F)cc1
    -7 | 91 | -0.4 | 18 | 12 | -3 | -10 | 91 | 0
> COC(=O)C(Cc1cnc(Cl)s1)(C(=O)OC)c1ccc([N+](=O)[O-])cc1
    2 | 104 | -0.1 | -19 | -11 | -6 | -5 | 106 | -6
> O=C(CN(C(=O)c1cccc([N+](=O)[O-])c1)C1CCCCC1)Nc1ccc(Cl)c([N+](=O)[O-])c1
    0 | 99 | -0.8 | 3 | 11 | 3 | -5 | 112 | -32
> O=C(Cc1ccc(Cl)cc1)NCc1ccccc1Cl
    · | · | -3.6 | -4 | 5 | -2 | -7 | · | 7
> Cc1ccccc1-c1nc(CS(=O)(=O)CC(=O)NC(C)c2ccccc2)c(C)o1 (centres undefined)
    2 | 107 | 0.7 | -6 | 6 | -50 | -6 | 107 | -7
> CCC(CC)c1nnc(NC(=O)C2CCN(C(=O)c3ccco3)CC2)s1
    3 | 102 | 1.1 | 0 | 8 | -40 | -5 | 99 | 7
> O=C(CSc1nc(N2CCCCC2)nc(N2CCCCC2)n1)c1ccccc1
    6 | 108 | 2.1 | -6 | -7 | -5 | 3 | 102 | 1
> O=C1CNC(=O)/C1=C/c1ccc(Br)cc1
    -18 | 88 | 0.6 | 17 | 11 | -6 | -2 | 87 | 5

Compound profiles, from the list above.
O=C(CN(C(=O)c1cccc([N+](=O)[O-])c1)C1CCCCC1)Nc1ccc(Cl)c([N+](=O)[O-])c1 is entered as MEKK2mut PB1 HTS: 0; MEKK3 PB1 HTS: 99; CRFBP-R2 agonist: -0.8; HCV NS3 hel inh: 3; UBC9 SUMO inh: 11; FID counter: 3; GalR3 antag: -5; MEKK2wt PB1 HTS: 112; CRFBP-R2 block: -32
CCC(CC)c1nnc(NC(=O)C2CCN(C(=O)c3ccco3)CC2)s1 is entered as MEKK2mut PB1 HTS: 3; MEKK3 PB1 HTS: 102; CRFBP-R2 agonist: 1.1; HCV NS3 hel inh: 0; UBC9 SUMO inh: 8; FID counter: -40; GalR3 antag: -5; MEKK2wt PB1 HTS: 99; CRFBP-R2 block: 7
